Screening results as filed in PubChem.
tim10-1 inh – tim10-1 yeast growth inhibition; S. cerevisiae tim10-1 ts strain growth, BacTiter-Glo, 24 h; inhibition, % at 20 µM; 330,000 compounds, 2.2% hits;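 active means inhibition of at least 40%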;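 further: mutant grown at 25 °C; 0% = DMSO wells with yeast and 100% = wells holding no yeast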
Mdm2 MdmX PPI – human Mdm2/MdmX binding inhibition; SaOS-2 split-luciferase Mdm2/MdmX complementation, luminescence; inhibition, % at 8 µM; AID 485346; 330,000 compounds, 3% hits; O15151+Q00987;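 active means inhibition of at least 50% at 8 µM in the primary screen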
APJ antagonist – blocks the human apelin receptor APJ | CHO-K1 APJ beta-arrestin complementation, luminescence | inhibition, % at 20 µM | P35414 | 330,000 compounds, 0.32% hits;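 active means inhibition above about 40% at 20 µM, limit read from the data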;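 further: cells challenged with 10 nM apelin-13 agonist together with compound; plate controls were apelin-13 plus DMSO wells for no effect and DMSO wells lacking apelin-13 for full effect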
Target sequence (P35414 whole entry, looked up): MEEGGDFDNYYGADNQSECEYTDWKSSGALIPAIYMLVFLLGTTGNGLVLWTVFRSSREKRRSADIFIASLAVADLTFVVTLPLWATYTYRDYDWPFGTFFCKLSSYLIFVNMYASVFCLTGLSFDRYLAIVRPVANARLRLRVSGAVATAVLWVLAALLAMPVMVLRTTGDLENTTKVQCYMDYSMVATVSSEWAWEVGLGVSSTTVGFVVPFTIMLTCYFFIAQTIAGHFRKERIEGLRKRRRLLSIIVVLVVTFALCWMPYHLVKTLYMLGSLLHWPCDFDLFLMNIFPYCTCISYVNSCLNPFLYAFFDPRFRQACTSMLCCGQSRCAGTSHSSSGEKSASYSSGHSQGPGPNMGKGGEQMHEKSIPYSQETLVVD
TIM10 inh – growth inhibitors of TIM10 yeast strain; inhibition, % at 10 µM; 330,000 compounds, 1.4% hits; S. cerevisiae TIM10 strain growth, BacTiter-Glo luminescence, 24 h;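 active means inhibition of 40% or more at the single tested concentration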;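 further: wild-type TIM10 isogenic control strain grown at permissive 25 °C; 0% = DMSO yeast wells and 100% = minimal medium wells without yeast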
CXCR6 block – CXCR6 (human) receptor inhibition | O00574 | CHO-K1 PathHunter CXCR6 beta-arrestin, luminescence | inhibition, % at 20 µM | 360,000 compounds, 0.36% hits | AID 602244; in the data active means inhibition above about 34%, passing the limit was not always enough;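 further: antagonist mode with CXCL16 agonist at 10 nM final; 0% = 10 nM CXCL16 with DMSO and 100% = unstimulated wells without agonist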
Target sequence (O00574 whole entry, looked up): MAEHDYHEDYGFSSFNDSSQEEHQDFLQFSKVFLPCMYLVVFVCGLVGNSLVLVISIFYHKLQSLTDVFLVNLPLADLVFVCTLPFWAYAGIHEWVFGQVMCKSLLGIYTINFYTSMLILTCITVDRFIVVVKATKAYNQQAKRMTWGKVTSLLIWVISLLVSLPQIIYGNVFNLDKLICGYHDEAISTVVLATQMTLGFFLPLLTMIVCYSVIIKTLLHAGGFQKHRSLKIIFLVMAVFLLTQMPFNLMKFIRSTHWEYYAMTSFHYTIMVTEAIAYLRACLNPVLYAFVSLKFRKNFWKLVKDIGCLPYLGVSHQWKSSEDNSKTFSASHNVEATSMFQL
XBP1 UPR activ – activators of adaptive arm of unfolded protein response (XBP1). 330,000 compounds, 0.33% hits. activation, % at 20 µM. CHO-XBP1 luciferase reporter, IRE1-XBP1 UPR activation, luminescence; percent of tunicamycin response, DMSO as zero;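 active means versus positive control, 20 µM dose yields 30% or more activation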;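 further: 100% = tunicamycin at 10 µg/mL and 0% = DMSO only wells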
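Material: IRE1-XBP1 luciferase reporter CHO line / Quantity: one thousand reporter cells per well / Buffer or medium: F12 with 10% serum / Compound: 20 µM single concentration, DMSO 1% / Times: 6 h treatment, 37 °C / Detection: Steady-Glo luciferase glow luminescence, 10 min after reagent addition / Benchmarks: tunicamycin high, DMSO low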
APJ ag – activates the human apelin receptor APJ; 330,000 compounds, 0.11% hits; CHO-K1 APJ PathHunter beta-arrestin, luminescence; 0% DMSO wells, 100% apelin; AID 2520; activation, % at 20 µM; P35414;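 active means activation more than six SD over the plate average, tested at 20 µM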;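 further: 0% = DMSO alone and 100% = apelin-13 at 10 nM; some results filed as inactive read as strong as hits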
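system = engineered CHO-K1 APJ arrestin reporter cells | input = 1000 cells per well | timing = overnight seeding, 90 min compound at 25 °C, 1 h detection | measured by = enzyme-fragment complementation luminescence | read-out = beta-arrestin recruitment to APJ as agonist activity, luminescent signal | control set = negative DMSO alone, positive Apelin-13 at 10 nM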
CHOP UPR activ – apoptotic UPR (CHOP) activation; 330,000 compounds, 0.34% hits; activation, % at 10 µM; CHO-CHOP luciferase reporter, luminescence; percent of tunicamycin response over DMSO baseline;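 active means at 10 µM dose, activation of 40% or more, normalized to positive control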;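 further: 100% = tunicamycin at 10 µg/mL and 0% = DMSO alone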
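System: CHO CHOP reporter cells. Amount: 500 cells per well. Buffer or medium: F12 medium, 10% FBS. Compound dosing: one dose, 10 µM in 0.5% DMSO. Incubation: 6 h compound exposure at 37 °C after overnight seeding. Technique: Steady-Glo luciferase luminescence. Benchmarks: tunicamycin and DMSO controls.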
tim23-1 inh – growth inhibitors of tim23-1 mutant yeast; 330,000 compounds, 1.3% hits; inhibition, % at 20 µM; S. cerevisiae tim23-1 growth, BacTiter-Glo luminescence, 24 h; AID 463212;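 active means growth inhibition of the mutant yeast at or above 50%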;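 further: temperature-sensitive mutant grown at 25 °C; plate controls were DMSO-treated mutant yeast for no effect and medium wells lacking yeast for full effect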
The depositor's hits bear a star; / = not tested or not shown.

SMILES	tim10-1 inh	Mdm2 MdmX PPI	APJ antagonist	TIM10 inh	CXCR6 block	XBP1 UPR activ	APJ ag	CHOP UPR activ	tim23-1 inh
O=C(CSc1nnc(-c2ccco2)n1Cc1ccco1)NCc1ccccc1	32	10	-2	4	0	-2	-3	-0.1	40
Cc1cc([N+](=O)[O-])c(NC2CCCCC2)c([N+](=O)[O-])c1	14	10	-3	-20	-10	2	-2	-0.4	-8
COc1ccc2c(c1)C(C)=CC(C)(C)N2C(=O)Nc1ccccc1	13	-8	-23	8	-7	-2	1	-2.0	17
CCOC(=O)Cc1csc(NS(=O)(=O)c2ccc3ccccc3c2)n1	27	-7	11	-14	-10	-1	0	1.1	-2
CCCCn1c(N)c(N(CCOC)C(=O)c2cc(-c3ccco3)nc3ccccc23)c(=O)[nH]c1=O	-15	-2	-6	-17	-9	-1	-5	-1.0	-12
O=C(CN(C(=O)CCC(=O)Nc1nccs1)c1ccc(F)c(Cl)c1)NCC1CCCO1 (stereo not given)	9	10	6	-2	2	0	0	0.8	17
O=C(NCCN1CCOCC1)c1cccnc1SCc1ccccc1Cl	15	19	11	-18	-5	-1	-1	0.4	12
CCOC(=O)N1CCN(C(=O)CS(=O)(=O)c2cn(Cc3ccccc3Cl)c3ccccc23)CC1	-4	17	8	5	-1	-4	-1	-1.6	-6
Cc1ccc2nc(Cl)c(/C=N/NC(=O)[C@H]3C[C@@H]3c3ccccc3)cc2c1	19	5	4	7	-4	3	3	0.7	-21
COc1ccc(N2C(=O)CC(N(CCc3ccc(OC)c(OC)c3)C(=S)Nc3ccccc3)C2=O)cc1 (stereo not given)	18	-1	-10	14	5	-2	1	1.7	6
O=C(CNS(=O)(=O)c1ccc2ccccc2c1)NCCc1ccccn1	6	22	-11	9	5	-3	-6	1.2	2
Cc1ccc(CNC(=O)CN2C(=O)CSc3ccc(S(=O)(=O)N4CCCCC4)cc32)cc1	18	14	9	7	6	-3	-2	0.2	12
Cc1ccc(C2Nc3ccccc3-c3nc4ccccc4n32)o1 (stereo not given)	33	24	14	4	-10	4	-3	4.9	34
CCOc1ccccc1Oc1nc(-c2ccccc2O)nc2ccccc12	2	37	19	16	6	-4	-4	2.3	9
CCOC(=O)C1=C(C)N(C[C@@H]2CC[C@@H](Cc3ccc(-c4ccccc4)cc3)O2)C(=O)NC1c1ccc(C(F)(F)F)cc1 (stereo not given in full)	10	37	/	-2	5	3	/	3.0	33
C[C@@H](C(=O)OCC(=O)Nc1cc(S(=O)(=O)N2CCOCC2)ccc1Cl)N1C(=O)C2CCCCC2C1=O (stereo not given in full)	15	-14	-7	-4	-3	-1	-1	3.1	6
CCOC(=O)Cc1csc(NC(=O)COc2cc(C)cc(C)c2)n1	23	-5	-32	11	2	-1	-2	-0.9	16
CCCCCCCCC(=O)N1CCN(c2cc3c(cc2F)c(=O)c(C(=O)O)cn3CC)CC1	-3	10	9	-2	8	11	0	0.7	-3
c1ccc(C[C@H]2CN=C(Nc3ccccc3)N2CCCC2CCCC2)cc1	15	35	-5	16	3	-1	-6	-0.5	14
COc1ccc(S(=O)(=O)N2CC3CCCN3c3ccc(C(F)(F)F)cc32)cc1 (stereo not given)	16	38	-1	5	-12	1	-1	0.5	6
O=C1CC(N2CCN(c3ccc(Cl)cc3)CC2)C(=O)N1c1ccccc1 (stereo not given)	-12	-13	6	-9	7	-2	-2	0.9	11
N#C/C(=C\c1ccc[nH]1)Sc1nc2ccccc2s1	42*	12	1	14	1	-1	-1	4.6	54*
CSc1nc2c(c(=O)[nH]c(=O)n2C)n1CCCc1ccccc1	21	15	1	-9	6	2	-3	-1.9	16
Cc1cnc(NC(=O)CSc2nnc(CNc3ccc(F)cc3)n2CC2CCCO2)s1 (stereo not given)	4	23	-7	3	-5	-1	-1	1.5	4
NC(=O)c1nsc(C(=O)N(c2cccc(F)c2)C(C(=O)NCC2CCCO2)c2cccs2)c1N (stereo not given)	18	19	-38	-8	1	-3	-1	-0.4	13

Copied from the list:
tim23-1 inh with `c1ccc(C[C@H]2CN=C(Nc3ccccc3)N2CCCC2CCCC2)cc1` is entered as 14
TIM10 inh with `O=C(CSc1nnc(-c2ccco2)n1Cc1ccco1)NCc1ccccc1` is entered as 4

Continuation:
SMILES	tim10-1 inh	Mdm2 MdmX PPI	APJ antagonist	TIM10 inh	CXCR6 block	XBP1 UPR activ	APJ ag	CHOP UPR activ	tim23-1 inh
CC(C)(C)CC(C)(C)c1ccc(OCC(=O)N/N=C/c2ccc(S(=O)(=O)O)o2)cc1	-2	-17	-11	11	3	0	3	0.3	-1
O=C(Nc1cccc(S(=O)(=O)NC2=NCCCCC2)c1)c1cc(-c2ccncc2)nc2ccccc12	-14	-1	-1	11	8	-2	1	-0.6	-1
Cc1ccc(S(=O)(=O)N2CCOCC2)cc1NC(=O)COc1ccc(C(=O)c2ccccc2)cc1	8	11	-39	7	-8	-1	-3	0.0	0
CN1CCN(C(=S)c2ccc(OCC(=O)Nc3cccc(C(F)(F)F)c3)cc2)CC1	-5	13	16	-1	-10	4	-2	0.1	0
O=C(N/N=C/c1cccc(Br)c1)c1ccc(Br)cc1	-39	-5	-24	-7	3	3	0	2.7	1
Cc1ccc(Cn2c(-c3nonc3N)nc3ccccc32)cc1	-3	36	-2	-3	15	0	-4	-1.0	-5
CCOc1cc(C2NN=C(c3ccccc3)S2)ccc1OCc1ccccc1Cl (stereo not given)	-3	-70	-2	-12	-3	2	0	2.7	21
CC(C)c1ccc(NC(=O)Cn2c(=O)oc3cccnc32)cc1	9	-26	-21	5	-22	0	6	2.9	0
CC(C)OCCCN1C(=O)c2ccccc2C1C(=O)NC1CCCCC1 (stereo not given)	6	-16	10	10	0	0	-4	1.0	4
Cc1ccc(NC(=O)C2CC(O)CN2C(=O)OCc2ccccc2)cc1C (stereo not given)	1	13	-9	-8	6	-4	7	-0.4	-2
O=C(O)c1cc([N+](=O)[O-])ccc1C(=O)Nc1ccccc1	4	-8	-1	1	3	0	1	1.0	2
CCN(CC)C(=O)c1[nH]cnc1C(=O)NCCCCCNC(=O)OC(C)(C)C	-7	18	-2	-8	-4	1	1	-2.5	0
COc1ccc(OC)c(NC(=O)CC(NC(C)=O)c2ccccc2)c1 (stereo not given)	7	1	-11	-6	3	-1	-3	-0.7	19
Cc1cc(S(=O)(=O)NC2CCCCC2)ccc1OCC(=O)N1CCOCC1	10	23	5	-8	-2	-2	-2	0.4	18
Cc1ccsc1C(=O)Nc1ccc(OCc2ccccc2)cc1	0	-16	12	6	-9	2	7	3.2	8
COc1cc([N+](=O)[O-])ccc1NC(=O)CN1CCOCC1	2	-16	-26	-13	-8	-2	-1	-0.3	13
COc1cccc(NC(=O)N(CCCN2CCOCC2)C(C)c2cc3cccc(OC)c3o2)c1 (stereo not given)	19	3	2	3	4	-2	-1	-1.2	12
Cc1ccc(C(C)C)c(OCC(=O)N/N=C/c2cccn2C)c1	39	4	-3	11	1	-4	8	0.7	42
CCCOc1ccc(OC(=O)c2ccc(Br)o2)cc1	9	-2	-4	12	-3	0	2	-0.4	-7
COc1ccccc1N1CCN(C2CCCN(C(=O)CCN3CCCCO3)C2)CC1 (stereo not given)	-11	7	-8	12	-6	-3	-1	-1.7	12
COC(=O)C1CCCN1S(=O)(=O)c1ccc2ccccc2c1 (stereo not given)	27	37	22	26	22	4	-3	-0.3	15
Cc1nnc(NC(=O)CCC(=O)N2CCC(C)CC2)s1	-1	11	-1	-9	-4	-2	-1	-1.2	0
CSc1ccccc1NC(=O)c1ccc(N2CC3CC(C2)c2cccc(=O)n2C3)c(NC(=O)c2cccnc2)c1 (stereo not given)	21	27	13	-11	5	-7	-6	0.7	12
Cc1ccc(N=Cc2c(C)[nH]n(-c3nc4ccccc4[nH]3)c2=O)cc1	62*	30	8	44*	-3	-1	-3	1.6	65*
CCN1CCCC1CNC(=O)CS(=O)(=O)Cc1nc(-c2ccccc2C)oc1C (stereo not given)	-5	24	18	-13	-3	-1	-1	1.0	0
Next part.
SMILES	tim10-1 inh	Mdm2 MdmX PPI	APJ antagonist	TIM10 inh	CXCR6 block	XBP1 UPR activ	APJ ag	CHOP UPR activ	tim23-1 inh
Cc1ccc2oc(C(=O)N3CCN(CC(=O)NC(C)C)CC3)c(C)c2c1	-6	18	-5	-6	-11	-3	-1	1.8	-4
O=C(CN1C(=O)S/C(=C\C=C\c2ccccc2)C1=O)Nc1ccc(O)cc1	10	78*	2	17	4	0	0	9.9	0
Cc1ccccc1S(=O)(=O)c1c(C)cc(-c2ccccc2)[nH]c1=O	9	18	8	5	-6	-2	-7	0.2	13
Cc1ccc(S(=O)(=O)Nc2ccc3c(c2)ncn3C(C)(C)C)cc1	-2	-9	12	-7	1	1	0	-0.6	-11
CCOC(=O)c1c(S(=O)(=O)NCc2cccs2)c(C)n(C)c1C	4	-7	-40	7	5	0	5	0.1	11
CC(=O)c1ccc(-c2ccc(C(=O)N3CCN(c4ccc(F)cc4)CC3)o2)cc1	25	0	-1	28	-13	-2	-2	1.0	44
COc1ccccc1OCC(=O)NNC(=O)Nc1ccccc1	-11	0	2	7	-4	-2	-4	0.8	3
Cc1nc(NC(=O)C(Cl)Cl)sc1C(=O)N(C)C	18	-7	-21	-2	-12	-3	4	0.2	24
COc1ccc(CCN2C(=O)CC(N3CCC(C(N)=O)CC3)C2=O)cc1OC (stereo not given)	-2	13	19	15	-3	-3	-4	-0.1	13
CC(C)(C)NS(=O)(=O)c1ccc(NC(=O)C2CC(=O)N(CCc3ccc(F)cc3)C2)cc1 (stereo not given)	-4	-16	7	-4	0	0	0	0.9	11
O=C(O)c1ccc(CP(=O)(c2ccccc2)c2ccccc2)cc1	-14	4	-11	-4	3	-4	-2	-1.2	8
COC(=O)c1cc(=O)n(Cc2ccc(F)cc2)c(=NCc2ccc(F)cc2)s1	15	25	8	1	-9	0	-2	2.3	-7
O=C(CSc1nnc2ccccn12)NC(=O)NC1CCCCC1	4	-8	10	-3	-6	-2	-4	1.4	-6
O=C(Nc1cccc(-c2nc3ccccc3[nH]2)c1)c1ccco1	-12	-29	-11	11	-8	-1	2	1.4	-3
O=C(CSc1nc2ccccc2[nH]1)Nc1nc(-c2ccc(Br)cc2)cs1	2	-4	-11	7	-12	-1	-1	1.6	8
CC(C(O)C12CC3CC(CC(C3)C1)C2)N1CCCCC1 (stereo not given)	6	26	1	16	-1	-5	-3	-0.9	-1
CCC(C(N)=NCCc1ccc(OC)c(OC)c1)c1ccccc1 (stereo not given)	15	-1	9	7	7	-1	-7	0.0	15
Cc1cc(N2CCCCCC2)n2nc(C)c(-c3ccccc3)c2n1	30	22	-3	38	4	0	-2	0.3	57*
O=C(CCN1C(=O)/C(=C/c2cccs2)SC1=S)Nc1cccc(C(=O)O)c1	9	-21	-11	-4	6	-2	-1	1.2	19

Some of the compounds tested; rates above refer to the full screens.
